Compound activity from PubChem.
KCNQ1 block – blocks the human KCNQ1 potassium channel. 1.3% of 310,000 active. B-score at 10 µM. CHO-K1 KCNQ1, FluxOR thallium flux fluorescence; active compounds read high. P51787;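 active means compounds whose thallium flux B-score, printed positive for inhibition, exceeds three library SD while starting fluorescence stays within three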;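 further: channel opened by potassium depolarization with thallium stimulus after 20 min compound exposure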
hERG rescue – shields human hERG channel from block by proarrhythmic agents; Q12809; CHO-hERG, FluxOR thallium flux, dofetilide IC70 present; activation (rescue from dofetilide block), less the hit threshold, % at 10 µM; 0.51% of 310,000 active; AID 1511;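 active means activation above the mean of controls blocked by dofetilide plus 5 SD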;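 further: thallium influx through hERG after potassium depolarization seen as dye fluorescence rise; in these data hits start at about 4.7%; inactives centre near -7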
TRPC4 inh – blocks the mouse TRPC4 cation channel | Q9QUQ5 | HEK293 TRPC4beta/mu-opioid, DAMGO-evoked Fluo4 calcium flux; active compounds read low | B-score at 10 µM | 0.39% of 300,000 active;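 active means B-score over 3 SD under the library average, no early fluorescence shift, positive overall ratio signal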
Target sequence (Q9QUQ5 whole entry, looked up): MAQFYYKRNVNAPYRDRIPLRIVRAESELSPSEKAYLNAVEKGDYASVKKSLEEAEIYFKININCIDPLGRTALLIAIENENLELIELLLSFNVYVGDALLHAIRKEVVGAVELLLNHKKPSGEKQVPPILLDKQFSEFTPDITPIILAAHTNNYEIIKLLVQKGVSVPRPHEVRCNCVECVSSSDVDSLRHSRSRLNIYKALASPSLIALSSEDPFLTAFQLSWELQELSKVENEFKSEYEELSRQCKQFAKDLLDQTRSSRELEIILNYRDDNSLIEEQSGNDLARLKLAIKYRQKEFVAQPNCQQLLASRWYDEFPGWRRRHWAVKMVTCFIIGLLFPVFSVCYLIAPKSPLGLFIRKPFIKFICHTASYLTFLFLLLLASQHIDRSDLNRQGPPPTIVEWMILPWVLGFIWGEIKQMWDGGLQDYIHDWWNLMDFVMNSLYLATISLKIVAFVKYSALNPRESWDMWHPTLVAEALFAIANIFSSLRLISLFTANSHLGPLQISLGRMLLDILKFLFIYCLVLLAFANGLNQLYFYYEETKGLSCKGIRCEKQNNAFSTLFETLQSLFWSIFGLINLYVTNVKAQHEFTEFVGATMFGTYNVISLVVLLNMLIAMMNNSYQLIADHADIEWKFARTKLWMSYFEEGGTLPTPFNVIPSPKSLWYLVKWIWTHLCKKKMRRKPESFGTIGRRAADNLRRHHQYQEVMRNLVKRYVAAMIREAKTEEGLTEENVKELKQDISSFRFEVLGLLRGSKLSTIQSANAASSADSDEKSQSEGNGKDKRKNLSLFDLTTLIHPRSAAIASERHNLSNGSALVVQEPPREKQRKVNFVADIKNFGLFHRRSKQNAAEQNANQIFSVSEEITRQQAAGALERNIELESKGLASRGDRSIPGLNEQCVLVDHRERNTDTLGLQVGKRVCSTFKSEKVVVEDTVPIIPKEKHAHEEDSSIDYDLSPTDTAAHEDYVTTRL
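test system = HEK293 cells with stable TRPC4beta plus mu-opioid receptor expression | detection = Fluo4 Ca2+ flux fluorescence | read-out = integrated fluorescence ratio relative to baseline, converted to per-well B score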
KCNQ1 pot – human KCNQ1 channel potentiation or activation | 0.35% of 310,000 active | CHO-K1 KCNQ1, thallium flux FluxOR fluorescence; active compounds read high | B-score at 10 µM;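 active means fluorescence ratio B-score, a plate-corrected score, at least three library SD, with initial intensity B-score within 5 SD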
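Doses: Single concentration per compound, DMSO matched to controls | Test system: KCNQ1-transfected CHO-K1 cells | Timing: 90 min dye loading and 20 min compound exposure, both at room temperature | Measured by: Kinetic FluxOR thallium fluorescence, 10-s 1-Hz baseline, 110-s post-stimulus read | Medium: Assay buffer with matched DMSO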
KCNK3 inh – human KCNK3 channel inhibition, primary screen | O14649 | CHO-KCNK3 thallium flux, FluxOR fluorescence; active compounds read low | B-score at 10 µM | 0.84% of 340,000 active;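 active means B-score under library mean minus 4 SD, starting fluorescence ratio at most library mean plus 5 SD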;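 further: more negative B-score means stronger inhibition of thallium flux through KCNK3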
TRPC4 agonist – opens the mouse TRPC4 cation channel | Q9QUQ5 | HEK293 TRPC4beta/mu-opioid, Fluo4 calcium fluorescence; active compounds read high | B-score at 10 µM | 0.49% of 310,000 active | AID 2237;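 active means B-score above 5 SD of library B-scores, and initial fluorescence ratio not above library mean plus 5 SD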;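 further: positive B-score marks a calcium rise read as TRPC4 activation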
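Material: HEK293 stable line with TRPC4beta plus mu-opioid receptor; technique: Fluo4 calcium-sensitive dye fluorescence, kinetic, 1 Hz baseline; timing: Fluo4 dye loading 45 min at room temperature, 110 s recording; controls: assay buffer as low control, maximal DAMGO as high control; read-out: integrated baseline-normalised fluorescence ratio, converted to per-well B score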
Platelet DG rel – platelet dense granule release activity | human platelet-rich plasma, SFLLRN dense granule ATP release, luminescence | inhibition, %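 (compounds screened at 7.5 µM in platelet-rich plasma)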 | 0.22% of 300,000 active | AID 1663;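 active means mean replicate score, as percent of positive control, at or above 50; inconclusive means mean below 50 but at least one replicate at or above 50; inactive means mean and every replicate below 50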
Dyrk1A ADPGlo – Dyrk1A (rat) kinase inhibition; ADP-Glo luminescence, NFATc1 peptide; Q63470; AID 504441; inhibition, % at 12.5 µM; 0.43% of 310,000 active; in the data active means inhibition above about 50%;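 further: plate controls were vehicle with enzyme for no effect and no enzyme for full effect; many of its hits are not listed in these tables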
TRPC4 potent – allosteric potentiators of mouse TRPC4 channel | Q9QUQ5 | HEK293 TRPC4beta/mu-opioid, DAMGO EC20, Fluo-4 Ca2+ flux; active compounds read high | B-score at 10 µM | 0.42% of 310,000 active | AID 2227;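 active means B-score of calcium response area above 5 SD of library B-scores, with initial fluorescence ratio within 5 SD of library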;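 further: B-score of integrated fluorescence ratio over time as area under calcium response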
PolyA inhibitor – yeast polyadenylation inhibition; S. cerevisiae SKY197-pL101 polyadenylation reporter, beta-gal luminescence; efflux-impaired pdr1/pdr3 knockout yeast; score 100 = 6 SD above DMSO; calls only at 12 µM; 0.02% of 300,000 active; AID 1875;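 active means lowest replicate activity score at least 50, where 100 means six control SD above control mean; inconclusive means lowest score under 50 but half or more replicates reach 50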;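 further: yeast exposed to compound for 9 h at 30 °C; higher score means more reporter readthrough which indicates perturbed polyadenylation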
KCNK9 block – blocks the human KCNK9 two-pore domain potassium channel | Q9NPC2 | HEK293 KCNK9, FluxOR thallium flux fluorescence; active compounds read low | B-score at 10 µM | 1.2% of 310,000 active;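 active means ratio B-score over 3 SD below the library mean, with starting fluorescence within 5 SD of its mean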;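 further: negative B-score means less thallium flux so channel inhibition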
An asterisk follows results filed as active; i = inactive; u = inconclusive; x = not tested or not shown.

SMILES	KCNQ1 block	hERG rescue	TRPC4 inh	KCNQ1 pot	KCNK3 inh	TRPC4 agonist	Platelet DG rel	Dyrk1A ADPGlo	TRPC4 potent	PolyA inhibitor	KCNK9 block
Cc1ccc(C(=O)N/C(=C\c2ccc(F)cc2)C(=O)NCCN2CCOCC2)cc1	i	-6.9	i	i	i	i	1.2	3.3	i	i	i
CC(C)(C)NC(=O)CSc1ncccc1-c1nc2ccccc2[nH]1	i	-4.6	i	i	i	i	-4.0	-3.8	i	i	i
Cc1ccccc1NC(=O)c1ccccc1O	i	-9.0	i	i	i	i	-6.7	6.3	i	i	i
CC(C)(C)c1ccc(-c2nc(C#N)c(NCc3ccncc3)o2)cc1	i	-6.7	i	i	i	i	4.6	6.2	i	i	i
O=C(CSc1nc2cc(S(=O)(=O)N3CCOCC3)ccc2o1)Nc1c(F)cccc1F	i	-9.6	i	i	i	i	3.6	2.0	i	i	i
COc1ccc(N(CC(=O)Nc2ccc3c(c2)OCO3)S(=O)(=O)c2ccc(C)cc2)cc1OC	i	-16.7	i	i	i	i	0.2	8.7	i	i	i
Cn1c(=O)c2c(nc(SCC(=O)NCc3ccco3)n2C)n(C)c1=O	i	-7.5	i	i	i	i	-2.9	4.5	i	i	i
O=C(O)c1cccc(NS(=O)(=O)c2ccc3nnn(O)c3c2)c1	i	-7.6	i	i	i	i	5.9	1.8	i	i	i
O=C(c1ccc(S(=O)(=O)NCc2ccco2)cc1)N1CCCC1	i	-5.7	i	i	i	i	-3.9	-2.8	i	i	i
Cc1cc(C)c2cc(CN(CCO)Cc3nnnn3Cc3ccc(F)cc3)c(=O)[nH]c2c1	i	-6.9	i	i	i	i	7.4	1.2	i	i	i
COC(=O)c1sccc1NC(=O)Nc1cccc(C)c1C	i	-10.7	i	i	i	i	x	-1.7	i	x	i
CC(C)C(=O)N1CCN(c2nc(-c3ccc(Cl)cc3)cs2)CC1	i	-22.4	i	i	i	i	-1.6	1.8	i	i	i
Cc1ccc(C)c(SCC(=O)OCC(=O)N2CC(C)OC(C)C2)c1 (configuration not stated)	i	-9.1	i	i	i	i	-17.6	x	i	i	i
COc1ccc(C(=O)NC(=O)N2CCCCC2)cc1	i	-5.7	i	i	i	i	-0.3	2.8	i	i	i
CC(=O)c1c(O)cc(O)cc1CC(=O)O	i	-6.6	i	i	i	i	4.0	10.3	i	i	i
O=c1cc[nH]c2c1ccc1cccnc12	i	-9.2	i	i	i	i	-2.4	81.0*	i	i	i
C#CCn1c(-c2ccccc2)ccc(C#N)c1=O	i	-15.4	i	i	i	i	2.6	-6.7	i	i	i
Cn1c(=O)n(CC(=O)NCc2cccnc2)c2ccccc21	i	-10.1	i	i	i	i	5.9	3.8	i	i	i
O=C1CC(SC(=NCc2ccc3c(c2)OCO3)Nc2ccccc2)C(=O)N1c1ccccc1 (configuration not stated)	i	-7.7	i	i	i	i	-3.5	5.8	i	i	i
CC1CCN(C(=O)Cn2cnc3c(cnn3C(C)(C)C)c2=O)CC1	i	-9.0	i	i	i	i	7.6	-3.7	i	i	i
Cc1nc2ccccn2c1C(=O)NCCCN1CCOCC1	i	-6.7	i	i	i	i	5.2	3.9	i	i	i
COc1ccc(NC(=O)CN(C)S(=O)(=O)c2ccc3c(c2)OCCO3)c2ncccc12	i	-3.5	i	i	i	i	3.6	7.8	i	i	i
CC(C)=NNc1nc(-c2ccccc2)cs1	i	-3.6	i	i	i	i	11.8	-5.2	i	i	i
Cc1ccc(Nc2nnc(SCC(=O)Nc3cccc(S(=O)(=O)N4CCCCC4)c3)s2)cc1	i	-5.4	i	i	i	i	-10.2	-4.4	i	i	i
O=c1c([N+](=O)[O-])cccn1Cc1ccccc1Cl	i	-10.8	i	i	i	i	2.0	-0.3	i	i	i
COc1ccc2[nH]cc(C(=O)N3CCCCC3)c(=O)c2c1	i	-10.5	i	i	i	i	2.1	-1.2	i	i	i
Cc1cccc(/C=C/C(=O)c2ccc(NC3=NCCCS3)cc2)c1	i	-12.4	i	i	i	i	11.3	4.9	i	x	i
Cc1ccc(C(=O)N2CCCC(Nc3ccc(C(C)C)cc3)C2)cn1 (configuration not stated)	i	-7.8	i	i	i	i	4.5	-2.3	i	i	i
CC(C)CN(C(=O)c1cccc(S(=O)(=O)N2CCN(Cc3ccccc3)CC2)c1)C1CCS(=O)(=O)C1 (configuration not stated)	i	-8.1	i	i	i	i	-2.6	-1.0	i	i	i
O=C(Nc1ccc(S(=O)(=O)N2CCCCC2c2cccnc2)cc1)c1ccccc1F (configuration not stated)	i	-13.3	i	i	i	i	2.5	3.6	i	i	i
CC1CCCC(C)N1CCCNC(=O)Cn1cc2c(n1)CCCC2 (configuration not stated)	i	-7.8	i	i	i	i	2.5	11.1	i	i	i
COc1cc(NC(=O)CN2C(=O)CSc3ccc(S(=O)(=O)N4CCCC4)cc32)cc(OC)c1	i	-4.4	i	i	i	i	-8.4	-3.0	i	i	i
CCc1nnc2sc(-c3ccc(NC(=O)CSc4ccc(Cl)cc4)cc3)nn12	i	-6.2	i	i	i	i	2.6	1.8	i	i	i
COc1ccc(NC(=O)CN(C)S(=O)(=O)c2ccc(Cl)cc2)cc1Cl	i	-15.3	i	i	i	i	11.5	-0.2	i	i	i
CC(=O)OCC(=O)Nc1ccc(N=Nc2ccccc2)cc1	i	-4.5	i	i	i	i	11.2	4.7	i	i	i
Nc1cc(S(=O)(=O)C(F)(F)F)ccc1C(=O)O	i	-6.2	i	i	i	i	0.6	-8.2	i	i	i
CCN1CCN(CCCNC(=O)CCC(=O)N2CC(C)Oc3ccc(C)cc32)CC1 (configuration not stated)	i	-6.9	i	i	i	i	0.2	0.5	i	i	i
O=C(NCc1ccncc1)c1cc(S(=O)(=O)N2CCOCC2)c(Cl)cc1Cl	i	-12.9	i	i	i	i	3.3	8.9	i	i	i
CCOc1ccc2nc(SCC(=O)c3cccs3)sc2c1	i	-5.0	i	i	i	i	5.1	-7.0	i	i	i
O=[N+]([O-])c1ccc(N2CCN(c3ccccn3)CC2)c(Cl)c1	i	-8.9	i	i	i	i	-2.6	-1.5	i	i	i
Nc1nc(N)n(-c2ccccc2)c(=Nc2ccccc2)n1	i	-0.8	i	i	i	i	1.8	-0.6	i	i	i
O=C(NC1CCCC1)C(c1ccncc1)N(C(=O)c1csnn1)c1ccccc1 (configuration not stated)	i	-9.2	i	i	i	i	1.3	-5.0	i	i	i
Cc1cccc(NS(=O)(=O)c2c(C(=O)N3CCCC3)c(C)n(C)c2C)c1	i	-8.6	i	i	i	i	4.5	0.8	i	i	i
CCn1c(SCC(=O)N/N=C/C=C/c2ccccc2[N+](=O)[O-])nnc1-c1ccc(Cl)cc1	i	-9.0	i	i	x	i	-17.2	x	i	i	i
N#Cc1ccsc1NC(=O)CN1CCOCC1	i	-7.0	i	i	i	i	-0.8	-2.6	i	i	i
Fc1cccc(/C=N/Nc2nccnc2Cl)c1	i	-4.7	i	i	i	i	u	4.6	i	i	i
COc1ccc(/C=N/Nc2nc(Nc3ccccc3)nc(N3CCCC3)n2)cc1	i	-12.2	i	i	i	i	0.1	-5.0	i	i	i
Cn1c(=O)c(NC(=O)c2ccccc2)c2n(c1=S)CCCCC2	i	-8.9	i	i	i	i	0.9	-6.0	i	i	i
COc1ccccc1C(=O)NCCC(=O)NNC(=O)Cn1ccc(C(F)(F)F)n1	i	-5.0	i	i	i	i	3.3	5.3	i	i	i
COc1ccccc1N(CN1C(=O)c2ccccc2C1=O)C(=O)c1cccc(C)c1	i	-8.3	i	i	i	i	-1.0	-1.4	i	i	i
CCOC(=O)C1(CCc2ccccc2)CCN(Cc2ccccn2)CC1	i	-10.9	-8*	i	i	i	-4.8	0.2	i	i	i
Cc1cc(C)c(S(=O)(=O)NCCn2ccc3ccccc32)c(C)c1	i	-3.2	i	i	i	i	-1.6	1.8	i	i	i
Cn1c(CNC(=O)c2cccs2)n[nH]c1=S	i	-10.3	i	i	i	i	9.8	-0.7	i	i	i
COc1cc(NC(=O)CSc2ncnc3c2cnn3Cc2ccccc2)cc(OC)c1	i	-4.9	i	i	i	i	-15.3	1.6	i	i	i
Cc1ccc(C(=O)NCC(=O)OCC(=O)Nc2ncc(C(F)(F)F)cc2Cl)cc1	i	-3.0	i	i	i	i	8.0	-1.9	i	i	i
C/C=C/CSc1nc2c(c(=O)[nH]c(=O)n2C)n1C(C)C	i	-12.4	i	i	i	i	5.1	-2.5	i	x	i
O=C(Cc1ccsc1)Nc1ccccc1F	i	-6.0	i	i	i	i	-0.1	-8.4	i	i	i
Cc1cc(C)nc(NC(=O)CN2C(=O)c3ccccc3S2(=O)=O)n1	i	-7.4	i	i	i	i	1.9	-1.7	i	i	i
O=C(Nc1ccc(S(=O)(=O)N2CCCCC2)cc1)c1ccncc1	i	-5.2	i	i	i	i	1.1	-3.3	i	i	i
CCCc1nc(N)c(C#N)c(-c2cccnc2)c1CC	i	-1.7	i	i	i	i	-19.2	3.7	i	i	i

(next part)
SMILES	KCNQ1 block	hERG rescue	TRPC4 inh	KCNQ1 pot	KCNK3 inh	TRPC4 agonist	Platelet DG rel	Dyrk1A ADPGlo	TRPC4 potent	PolyA inhibitor	KCNK9 block
Nc1nc(-c2ccc3c(c2)NC(=O)CO3)cs1	i	-4.8	i	i	i	i	-17.9	12.9	i	i	i
CCCCOc1ccc(C(=O)NCC(=O)NCC2CCCO2)cc1 (configuration not stated)	i	-9.0	i	i	i	i	-15.0	-7.0	i	i	i
COc1cccc(S(=O)(=O)N2CCOCC2)c1	i	-9.9	i	i	i	i	-4.0	3.4	i	i	i
NS(=O)(=O)c1ccc(C(=O)Nc2ccc(-c3nc4cccnc4s3)cc2)cc1	i	-5.4	i	i	i	i	15.4	-2.9	i	i	i
Cc1sc2ncnc(SCC(=O)NNC(=O)COc3cccc4ccccc34)c2c1C	i	-8.2	i	i	i	i	-0.2	-4.0	i	i	i
NC(=O)c1ccc(NC(=O)CCN=C2NS(=O)(=O)c3ccccc32)cc1	i	-11.4	i	i	i	i	-0.2	-7.4	i	i	i

The list is partial; the hit share may differ from the screen's.
